NOD2 RIPK2 PPI – NOD2-RIPK2 protein interaction inhibition; O43353; CHO BLA complementation NOD2-RIPK2, CCF4 ratio; inhibition, % at 4.98 µM; hit rate 0.38% among 360,000; AID 624267; in the data active means inhibition above about 21%;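 further: 0% = vehicle only and 100% = reference blocker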
NCOA3 inh – inhibits human SRC3 coactivator. Q9Y6Q9. HEK293 GAL4-SRC3 luciferase reporter, luminescence. inhibition, % at 3.6 µM. hit rate 0.17% among 360,000. AID 588352;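 active means inhibition above a per-campaign cutoff, the mean of all compounds plus 3 SD, cut at about 60% in these data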;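 further: 0% = DMSO-treated cells and 100% = gossypol-treated cells at 36 µM; higher means less SRC3-driven luciferase light from the GAL4 reporter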
SRC1 inh – inhibits human SRC1 coactivator; Q15788; HEK293 GAL4-SRC1 luciferase reporter, luminescence; inhibition, % at 3.6 µM; hit rate 0.12% among 360,000;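 active means inhibition above the campaign mean plus 3 SD, with each screening campaign given its own cutoff, cut at about 60% in these data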;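 further: 0% = DMSO treated cells and 100% = gossypol at 36 µM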
MC4R antag cAMP – human MC4R antagonism in cAMP assay; hit rate 0.48% among 360,000; MC4R-expressing cells, MTII-stimulated cAMP, LANCE TR-FRET; inhibition, % at 6.5 µM;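 active means inhibition above its plate's cutoff, the mean of tested wells on that plate plus 3 SD, cut at about 29% in these data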;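 further: 0% = Melanotan II alone and 100% = Melanotan II plus saturating MCL0020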
Target sequence (P32245 whole entry, looked up): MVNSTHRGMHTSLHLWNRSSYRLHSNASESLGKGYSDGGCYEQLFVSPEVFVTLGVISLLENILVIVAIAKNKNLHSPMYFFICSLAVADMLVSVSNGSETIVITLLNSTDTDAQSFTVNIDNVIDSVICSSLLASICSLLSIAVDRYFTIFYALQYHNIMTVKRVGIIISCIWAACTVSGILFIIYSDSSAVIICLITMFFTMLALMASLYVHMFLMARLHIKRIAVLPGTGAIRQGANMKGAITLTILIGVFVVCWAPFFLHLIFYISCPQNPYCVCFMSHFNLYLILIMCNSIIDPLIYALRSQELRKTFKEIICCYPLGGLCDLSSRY
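Material – human MC4R-expressing U2OS cells · Repeats – no replicates · Detection – TR-FRET with Eu-cAMP and labeled anti-cAMP, 671 nm · Times – compound 30 min, challenge 1 h, detection 1 h · Compound – single nominal compound dose of 6.5 µM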
TLR9-MyD88 block – inhibitors of human TLR9-MyD88 binding; Q9NR96+Q99836; CHO BLA complementation TLR9-MyD88, CCF4 FRET ratio; inhibition, % at 4.98 µM; hit rate 0.21% among 340,000;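 active means inhibition above the mean over all tested compounds plus 3 SD, cut at about 21% in these data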;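 further: 0% = DMSO only wells and 100% = clavulanate BLA inhibitor control wells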
COUP-TFII inh – inhibitors of human COUP-TFII (NR2F2). hit rate 0.7% among 370,000. HEK293T NGFI-A luciferase reporter, luminescence. P24468. inhibition, % at 8.6 µM;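 active means inhibition above a per-plate cutoff, mean inhibition of test wells between control levels plus 3 SD, cut at about 38% in these data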;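 further: cells cotransfected with COUP-TFII expression vector driving the NGFI-A reporter; 0% = median of COUP-TF2 test wells and 100% = reporter-only cells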
EBV LMP1 NFkB – inhibitors of Epstein-Barr LMP1-induced NF-kappaB reporter | LMP1-induced NF-kappaB luciferase reporter cells, luminescence | inhibition, % at 12.5 µM | hit rate 0.69% among 350,000 | AID 504558; in the data active means inhibition above about 41%;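 further: 0% = neutral control wells and 100% = reference inhibitor control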
NR5A2 inv ag – NR5A2 inverse agonism in reporter assay. O00482. HEK293T StAR-luciferase reporter, LRH-1 transfected, 24 h. inhibition, % at 3.6 µM. hit rate 0.13% among 360,000. AID 602396;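 active means inhibition above the mean inhibition of all tested compounds plus 3 SD, cut at about 73% in these data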;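 further: 0% = DMSO wells and 100% = reporter-only cells lacking LRH-1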
Target sequence (O00482 whole entry, looked up): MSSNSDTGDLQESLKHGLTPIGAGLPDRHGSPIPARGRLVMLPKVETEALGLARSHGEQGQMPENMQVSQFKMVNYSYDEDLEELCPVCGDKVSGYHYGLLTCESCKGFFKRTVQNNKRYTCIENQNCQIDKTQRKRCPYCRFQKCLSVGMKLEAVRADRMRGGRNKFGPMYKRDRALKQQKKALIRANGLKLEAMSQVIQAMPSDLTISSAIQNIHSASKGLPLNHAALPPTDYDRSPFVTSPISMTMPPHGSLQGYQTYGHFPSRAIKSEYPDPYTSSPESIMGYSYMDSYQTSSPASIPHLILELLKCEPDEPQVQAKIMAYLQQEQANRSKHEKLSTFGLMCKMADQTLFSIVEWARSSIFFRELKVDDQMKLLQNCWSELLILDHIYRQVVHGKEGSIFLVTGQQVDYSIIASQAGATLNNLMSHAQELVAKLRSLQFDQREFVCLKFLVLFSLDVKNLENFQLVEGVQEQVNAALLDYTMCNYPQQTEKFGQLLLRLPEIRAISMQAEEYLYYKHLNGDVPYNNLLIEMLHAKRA
ABHD5-PLIN5 inh – blocks binding of human ABHD5 to perilipin-5; Q00G26+Q8WTS1; hit rate 0.78% among 360,000; Split G. princeps luciferase complementation, luminescence, 4 h; inhibition, % at 4 µM;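 active means inhibition above the mean inhibition across every tested compound plus 3 SD, cut at about 22% in these data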;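 further: 0% = DMSO only wells and the 100% control is not disclosed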
NCOA2 inhibitor – inhibits human steroid receptor coactivator 2. inhibition, % at 9 µM. hit rate 0.17% among 370,000. HEK293 GAL4-SRC2 luciferase reporter, luminescence. Q15596;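 active means inhibition above the mean inhibition of all tested compounds plus 3 SD, set per campaign, cut at about 52% in these data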;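 further: 0% = DMSO treated cells and 100% = cells given Gossypol at 36 µM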
MC4R ag barr – human MC4R agonism via beta-arrestin. activation, % at 8.9 µM. P32245. hit rate 0.98% among 360,000. AID 540308. U2OS MC4R beta-arrestin complementation, luminescence; percent of melanotan II response, DMSO zero;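 active means activation above a per-plate cutoff, the mean activation of sample wells on that plate plus 3 SD, cut at about 8% in these data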
* marks the source's active call; other numbers are inactive results; nt = no result given.

Structure | NOD2 RIPK2 PPI | NCOA3 inh | SRC1 inh | MC4R antag cAMP | TLR9-MyD88 block | COUP-TFII inh | EBV LMP1 NFkB | NR5A2 inv ag | ABHD5-PLIN5 inh | NCOA2 inhibitor | MC4R ag barr
COc1ccc(-c2noc(CCC(=O)NC3CCN(Cc4ccccc4)CC3)n2)cc1 | -8 | 4 | -6 | 7 | 0 | 12 | -3 | 18 | 7 | -7 | 1.2
COc1cc(OC)cc(C(=O)NCC(=O)OCC(=O)Nc2ncc(Cl)cc2Cl)c1 | -13 | 15 | -19 | 24 | -1 | 6 | 2 | -3 | -1 | -9 | -1.5
Cc1cccc(-c2nnc(C(C)Nc3cccc(C(=O)NC4CC4)c3)o2)c1 (stereo unspecified) | -9 | -21 | -24 | 8 | 3 | -1 | -9 | 0 | -9 | -3 | 1.0
COC(=O)c1sccc1NC(=O)Nc1ccc(F)cc1 | -14 | -6 | -16 | 7 | -8 | 5 | -1 | 6 | -5 | 3 | -1.3
COc1ccc(/C=N/NC(=O)c2nnn(-c3nonc3N)c2-c2cccc(OC)c2)cc1 | 3 | 4 | 3 | 13 | 12 | -3 | 12 | -30 | -12 | 0 | -2.5
O=C(c1ccccc1)c1coc2ccc(O)c(CN3CCOCC3)c12 | 2 | 6 | -26 | 3 | -3 | -2 | -3 | 2 | 2 | 5 | 2.8
Cc1cc(-n2c(C)cc(C(=O)CSc3ccccn3)c2C)no1 | -15 | -105 | -78 | -8 | -6 | -22 | -22 | -50 | 1 | -29 | -0.5
CN(O)/C=c1/ccc2c(n1)C(=O)C=CC=2 | -3 | 2 | 6 | -30 | 9 | 23 | 9 | 11 | -8 | 2 | -1.0
CCn1c(-c2cccc(Cl)c2)n[nH]c1=S | -10 | 17 | 5 | 4 | 9 | -1 | 5 | -3 | -6 | -7 | -1.1
COc1ccc2c(c1)CO[C@@]21O[C@H](CCO)C[C@H](O)[C@H]1O | -10 | -2 | 14 | nt | nt | -12 | nt | -3 | 1 | -6 | nt
C=CCn1c(COc2ccc(OC)cc2)nc2ccccc21 | 1 | -81 | -83 | 5 | -11 | -13 | -11 | -19 | 4 | -26 | -1.8
COc1cccc(OC)c1C(=O)Nc1ccc2c(c1)Cc1ccccc1-2 | 2 | -13 | -25 | 3 | 0 | -18 | -8 | -4 | 3 | -43 | 4.5
COc1ccc(CCN2C(=O)C3C4CCC(C4=C(C)C)C3C2=O)cc1OC (stereo unspecified) | 9 | 24 | -15 | 5 | -3 | 3 | 2 | 7 | -12 | -2 | -0.5
Cc1ccc(Nc2nnc(SC(C)C(=O)Nc3c(C)n(C)n(-c4ccccc4)c3=O)s2)cc1 (stereo unspecified) | -5 | -1 | -17 | 6 | 5 | 10 | 5 | 2 | -2 | -22 | 0.0
CC(=O)Nc1ccccc1C(=O)C(=O)O | 1 | -5 | 4 | 10 | 8 | 15 | 2 | 17 | -1 | 1 | 0.9
CC(C)Oc1ccc(NC(N)=O)cc1 | 3 | 8 | -16 | -3 | -10 | 8 | 5 | -13 | 2 | 13 | -1.1
Cc1cc(C(F)F)n2nc(C(=O)Nc3sc4c(c3C(N)=O)CCC4)nc2n1 | -15 | -11 | -5 | -5 | -7 | -18 | -3 | -4 | 2 | -9 | -3.0
COc1ccc(CCN(C(=O)COc2ccccc2)c2nc(-c3ccccc3)cs2)cc1OC | -4 | 0 | 0 | 4 | 10 | -1 | 6 | 6 | -1 | 4 | -1.5
CCc1ccccc1NC(=S)N(CCN1CCOCC1)C1CCN(C(C)=O)CC1 | 0 | 0 | 8 | 3 | -7 | -25 | -8 | 13 | 0 | 8 | -1.0
CCCCN(CC)Cc1c(C)[nH]c2c(ccc3ccccc32)c1=O | 4 | 8 | -9 | 9 | 4 | -12 | -5 | 10 | 3 | -14 | -1.1
COc1cc(S(=O)(=O)N2CCN(c3ccccn3)CC2)ccc1Br | -3 | -16 | 1 | 1 | 1 | 8 | -9 | -8 | -1 | -6 | -1.2
COCCn1c(SCC(=O)c2[nH]c(C)c(C(C)=O)c2C)nc2ccccc2c1=O | 1 | -2 | -6 | 1 | -7 | -9 | 15 | 2 | 5 | 5 | -1.3
CCN(C(=O)c1ccc(C)c(Br)c1)c1ccccc1 | -4 | -4 | 1 | 13 | -2 | 5 | -25 | -11 | -3 | 15 | 1.0
CC(C)N(N=Nc1ccc([N+](=O)[O-])cc1)C(C)C | -1 | 3 | 2 | 4 | 7 | -2 | -14 | 1 | -5 | 8 | -0.3
COc1cc2ccccc2cc1C(=O)O | -8 | 9 | 1 | 0 | -10 | 1 | -4 | -5 | 0 | -38 | -1.1

Limited to EBV LMP1 NFkB and NCOA2 inhibitor, for 3 of the compounds above:
smiles	EBV LMP1 NFkB	NCOA2 inhibitor
COC(=O)c1sccc1NC(=O)Nc1ccc(F)cc1	-1	3
COc1ccc(/C=N/NC(=O)c2nnn(-c3nonc3N)c2-c2cccc(OC)c2)cc1	12	0
O=C(c1ccccc1)c1coc2ccc(O)c(CN3CCOCC3)c12	-3	5

Continued:
Values run as follows: NOD2 RIPK2 PPI | NCOA3 inh | SRC1 inh | MC4R antag cAMP | TLR9-MyD88 block | COUP-TFII inh | EBV LMP1 NFkB | NR5A2 inv ag | ABHD5-PLIN5 inh | NCOA2 inhibitor | MC4R ag barr
CC(=O)c1cccc(NC(=S)NC(=O)c2ccccc2C)c1
  3 | -7 | -22 | 12 | -10 | -21 | 1 | -32 | -1 | -47 | -0.6
Cc1cc(C)cc(C(=O)NCC(=O)N2CCC3(CC2)NCCc2[nH]cnc23)c1
  -3 | 6 | -13 | 3 | 0 | -3 | -3 | -7 | 4 | -23 | -0.6
COc1cc2c(c3oc(-c4ccccc4)cc(=O)c13)C=CC(C)(C)O2
  5 | -3 | 15 | -17 | 3 | 23 | 10 | 9 | 1 | -2 | -0.5
Cn1c(=O)[nH]c2sc3c(c2c1=O)CC(C)(C)OC3
  -8 | 0 | -2 | 4 | 0 | 12 | -9 | -1 | 11 | -26 | -1.1
CCOC(=O)C1C(=O)C=C(/C=C/c2ccc(N(C)C)cc2)CC1c1ccccc1 (stereo unspecified)
  17 | -4 | -14 | 24 | 16 | 9 | 4 | -8 | 1 | -9 | -1.6
O=c1cc(-c2ccc3c(c2)OCO3)oc2ccccc12
  -14 | -82 | -86 | 4 | -2 | -26 | -39 | -56 | -10 | -40 | 1.9
CC(C)CNS(=O)(=O)c1ccc(S(=O)(=O)N2CCC(N3CCCCC3)CC2)cc1
  -1 | 22 | -11 | -1 | 0 | -5 | -1 | 3 | -9 | -14 | 1.0
CCN(CC)S(=O)(=O)c1ccc(NCCCn2ccnc2)c([N+](=O)[O-])c1
  -13 | 1 | 15 | 5 | -8 | 4 | -3 | 16 | -2 | 5 | -0.8
COc1ccc(-c2csc(NC(=O)c3cccc(N4C(=O)CCC4=O)c3)n2)cc1OC
  0 | -21 | -13 | 7 | -5 | 8 | 10 | 8 | -2 | -13 | -0.5
CC(Sc1nnc(COc2ccc(Cl)cc2)n1Cc1ccco1)C(=O)N1CCNC1=O (stereo unspecified)
  1 | 4 | -9 | 7 | 0 | 14 | 4 | 10 | -2 | -13 | -3.0
COc1cc(CN2CCC(CO)(CCOc3ccccc3)CC2)cc(OC)c1OC
  -4 | 13 | 8 | 0 | -7 | -18 | -2 | 10 | 1 | -31 | -2.1
CSc1ncc(Cl)c(C(=O)Nc2nnc(SC)s2)n1
  -9 | 8 | 9 | -2 | 2 | 15 | 2 | 7 | 1 | -1 | -1.9
CC(C)COC(=O)C1C2C=CC3(CN(C(C)c4ccc(Br)cc4)C(=O)C13)O2 (stereo unspecified)
  -5 | 7 | -7 | 5 | 2 | -4 | 1 | -11 | -8 | -10 | -2.0
CCOc1ccc(CCNC(=O)CN2C(=O)c3cccnc3Oc3ccc(Cl)cc32)cc1
  -3 | 6 | 1 | 1 | -5 | 2 | -3 | -9 | 5 | 20 | -1.4
OC1CCN(Cc2cn(Cc3ccccc3)nc2-c2cc3ccccc3o2)CC1
  -15 | 14 | 12 | 5 | -5 | -19 | -2 | 0 | 6 | 3 | 0.0
O=C(CC1NCCNC1=O)Nc1ccc([N+](=O)[O-])cc1 (stereo unspecified)
  10 | -11 | -23 | 2 | nt | -9 | -6 | -33 | -5 | -19 | 1.0
C/C=C/Cn1c(Br)nc2c1c(=O)[nH]c(=O)n2C
  1 | 4 | -10 | 11 | -12 | nt | -1 | 6 | 7 | nt | -0.1
CC(=O)Nc1ccc(S(=O)(=O)N2CCC(C(=O)NCCC(=O)NCc3ccncc3)CC2)cc1
  -14 | -1 | -1 | 5 | 4 | -7 | 10 | -8 | -4 | -16 | -2.5
Cc1ccccc1CC(=O)N1CCOCC1
  -3 | -3 | -7 | 10 | -2 | -6 | -3 | -9 | 6 | 4 | 0.7
O=C(NC1CCN(Cc2ccccc2)CC1)C1CCN(S(=O)(=O)c2cccc([N+](=O)[O-])c2)CC1
  2 | -4 | 2 | -4 | 0 | nt | 6 | 5 | 10 | nt | -2.1
Cc1ccc(C(=O)Nc2ccccc2C(=O)O)cc1NC(=O)COc1c(C)cccc1C
  -4 | -12 | -2 | -1 | -2 | -6 | -6 | 5 | 0 | 11 | -4.1
N#Cc1cnn2ccc(-c3cc(N4CCOCC4)ccc3[N+](=O)[O-])nc12
  -14 | 11 | 8 | -6 | 1 | -11 | -1 | 1 | 4 | -4 | -1.9
N#Cc1c(-c2ccccc2)nc(SCc2ccc([N+](=O)[O-])cc2)[nH]c1=O
  -5 | 13 | -2 | 17 | -13 | -3 | -10 | 0 | -10 | 21 | 0.4

Bioassay records: PubChem, several laboratories

These rows are one share of the data; rates above refer to the full screens.
